Screening results: PubChem, National Center for Advancing Translational Sciences (NCATS)
WRN inhibitor – inhibitors of human WRN helicase | Q14191 | AID 651768 | WRN helicase unwinding, fluorescent forked duplex, kinetic | actives 0.46% (n = 360,000) | Potency, µM (doses to about 114 µM), inactives show at the highest dose activity change, negative = inhibition, actives largely listed as inhibitors; further: potency means the concentration at half of the fitted maximal effect; on the % scale 0 is the no-effect control and ±100 the full control effect; nearly all actives have a fitted effect of over 55% in size
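Enzyme (20 nM final) and test compound sit together 15 min at room temperature before substrate addition. Substrate is a single-forked duplex oligonucleotide (100 nM) labelled with fluorophore and quencher, with 2 mM ATP; helicase unwinding raises red fluorescence, read kinetically.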
CCT modulator – changes cytosolic chaperonin activity; purified chaperonin ATPase assay, HTRF ADP detection, 30 min; actives 0.3% (n = 360,000); activity change, % (test concentration not listed), hits read low; in the data active means activity change below about -30%; further: on the % scale 0 is the no-effect control and ±100 the full control effect
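ATPase activity: ADP formed was measured by HTRF Transcreener (665/615 nm ratio) after 30 min at 37 deg C with 10 uM ATP. Compounds screened at one 76 uM concentration against 40 or 20 nM TRiC in Tris pH 7.4/KCl/MgCl2/DTT buffer.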
EPAC2 antagonist – antagonists of human EPAC2; actives 0.18% (n = 360,000); Potency, µM (doses to about 114 µM), for inactives: top-dose activity, negative = inhibition, actives largely listed as inhibitors; AID 720708; EPAC2 GEF exchange of Rap1B-BODIPY-GDP, fluorescence; further: potency means the concentration at half of the fitted maximal effect; on the % scale 0 is the no-effect control and ±100 the full control effect; nearly all actives have a fitted effect of over 45% in size; many of its hits are not listed in these tables
PLK1 PBD block – inhibitors of human PLK1 polo-box domain binding; actives 2.8% (n = 360,000); Potency, µM, for the others: max response, negative = inhibition, usual class: inhibitors; AID 720504; Plk1 PBD binding of FITC phosphopeptide, fluorescence polarization; further: potency means the concentration at half of the fitted maximal effect; series mostly up to about 57 µM; on the % scale 0 is the no-effect control and ±100 the full control effect; nearly all actives have a fitted effect of over 65% in size
EPAC1 agonist – agonists of human EPAC1 | EPAC1 agonist qHTS, biochemical assay; response scale: 100% = response to 6.5 mM cAMP | Potency, µM (top dose mostly 154 µM), for inactives: at the top dose activation, usual class: activators | actives 0.073% (n = 360,000) | O95398; further: potency means the concentration at half of the fitted maximal effect; nearly all actives have a fitted effect of over 60% in size
Target sequence (O95398 whole entry, looked up): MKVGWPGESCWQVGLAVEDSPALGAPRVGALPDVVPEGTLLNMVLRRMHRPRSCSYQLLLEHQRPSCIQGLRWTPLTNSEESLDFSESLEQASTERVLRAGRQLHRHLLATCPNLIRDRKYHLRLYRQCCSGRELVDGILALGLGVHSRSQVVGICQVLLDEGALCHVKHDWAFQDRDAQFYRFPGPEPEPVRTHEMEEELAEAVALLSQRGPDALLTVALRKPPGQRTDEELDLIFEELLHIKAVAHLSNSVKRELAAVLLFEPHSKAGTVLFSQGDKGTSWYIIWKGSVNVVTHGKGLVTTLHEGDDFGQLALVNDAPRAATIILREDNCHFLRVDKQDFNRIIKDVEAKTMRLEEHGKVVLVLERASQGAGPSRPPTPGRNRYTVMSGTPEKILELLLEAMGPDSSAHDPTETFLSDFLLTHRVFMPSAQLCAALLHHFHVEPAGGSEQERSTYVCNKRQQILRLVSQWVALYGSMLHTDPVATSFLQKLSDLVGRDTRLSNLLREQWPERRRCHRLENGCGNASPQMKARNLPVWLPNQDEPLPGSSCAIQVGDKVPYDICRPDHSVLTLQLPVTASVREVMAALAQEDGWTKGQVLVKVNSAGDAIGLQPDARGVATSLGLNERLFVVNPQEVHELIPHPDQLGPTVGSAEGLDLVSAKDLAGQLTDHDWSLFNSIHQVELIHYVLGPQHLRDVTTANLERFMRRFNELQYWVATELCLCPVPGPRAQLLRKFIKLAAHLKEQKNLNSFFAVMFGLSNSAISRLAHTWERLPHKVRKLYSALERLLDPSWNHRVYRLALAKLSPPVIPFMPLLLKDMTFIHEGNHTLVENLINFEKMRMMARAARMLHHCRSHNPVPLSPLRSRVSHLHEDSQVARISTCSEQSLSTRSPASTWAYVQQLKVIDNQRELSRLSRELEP
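Normalized to 6.5 mM cAMP, activity reflects EPAC1-catalysed release of BODIPY-GDP from Rap1B, followed kinetically over 30 min at 480 nm excitation, 540 nm emission. Reaction contained 100 nM EPAC1, 250 nM Rap1B-BODIPY-GDP, 50 uM GDP.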
PI5P4Ka inh – PI5P4K alpha (human) kinase inhibition | P48426 | PI5P4Kalpha enzyme, ADP-Glo luminescence, 60 min; hits give low values | max response, % | actives 1.2% (n = 330,000) | AID 652105; active means max response of -50% or lower; inconclusive means between -30% and -50%; inactive means -30% or higher; further: value at the top dose of about 77 µM; on the % scale 0 is the no-effect control and ±100 the full control effect
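Reactions run in 0.038 M HEPES pH 7.4, 0.28 mM EGTA, 0.1% CHAPS and 5% DMSO, with PI5P4Kalpha, substrate, compound and 5 microM ATP final, one hour at room temperature. Readout is ADP-Glo luminescence.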
EPAC1 antag – EPAC1 (human) antagonism; O95398; actives 0.14% (n = 360,000); Potency, µM (doses to about 115 µM), for inactives: at the top dose activity change, negative = inhibition, hits mostly inhibitors; EPAC1 GEF assay, Rap1b-BODIPY-GDP exchange fluorescence; AID 720709;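 further: potency means the concentration at half of the fitted maximal effect; plate controls were vehicle for no effect and positive control for full effect; nearly all actives have a fitted effect of over 50% in size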
Mm-Cpn inhibitor – blocks the Methanococcus maripaludis chaperonin Mm-Cpn | purified Mm-Cpn ATPase, ADP Transcreener TR-FRET | Potency, µM (top dose mostly 76.9 µM), without a hit: at the top dose activity, negative = inhibition, usual class: inhibitors | actives 0.031% (n = 330,000); further: potency means the concentration at half of the fitted maximal effect; on the % scale 0 is the no-effect control and ±100 the full control effect; nearly all actives have a fitted effect of over 80% in size
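TR-FRET (320 nm excitation; 590 and 665 nm emission) reports ADP made from 10 uM ATP by 25 nM enzyme; compounds were preincubated 10 min, reaction run 30 min, both at 37°C.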
Active calls of the source: *; ? = inconclusive; · = no result given; [ ] = dose if it differs, or a comment. Unless noted, the call rests on the fitted dose curve; in most records, active means well fitted curve in the direction sought with a large enough effect; inconclusive means small, poorly fitted or top-dose-only effect, or another doubt; inactive means no such curve, though single readings can be large; an effect the other way counts as inactive or inconclusive. An excerpt, so the mix of outcomes need not match the whole.

Below each compound: WRN inhibitor	CCT modulator	EPAC2 antagonist	PLK1 PBD block	EPAC1 agonist	PI5P4Ka inh	EPAC1 antag	Mm-Cpn inhibitor
Cc1ccc(SC[C@H](C)CN2CC[C@H](C)CCC2=O)cc1
 : 3.1%	1.8	-17.4%	-10.8%	-11.4%	0.2	-26.8%	-0.5%
O=C(COC(=O)/C=C/c1ccc(Cl)cc1)NC1CCCCCC1
 : -1.0%	-1.0	-1.2%	0.0%	9.4%	-6.3	-2.1%	2.1%
COc1ccc(C(=O)N/N=C(\C)CC(=O)Nc2ccc3c(c2)OCO3)cc1
 : -30.1%	-4.3	-3.8%	-4.6%	7.8%	-8.2	-1.1%	1.7%
COc1ccccc1N1CCN(C(=O)c2ccccc2N(C)S(=O)(=O)c2ccc(C)cc2)CC1
 : -0.5%	-1.7	-1.7%	-0.9%	0.9%	-5.0	-3.9%	-2.0%
CC(=O)NN1C(=O)c2ccccc2NC1c1ccc(N(C)C)cc1 (stereo not given)
 : -3.5%[57.1 µM]	-0.7	0.6%	-7.1%	2.8%	-0.8	15.6%	-0.7%
CCOC(=O)c1cn(Cc2ccc(Cl)cc2Cl)c2cc(C)nn2c1=O
 : -22.3%	3.8	-3.5%	-5.9%	-1.9%	6.1	0.8%	-5.6%
CC1(C)CC(=O)c2cc3c(nc2C1)CC(C)(C)CC3=O
 : -1.3%	-2.0	-1.2%	-10.2%	-0.3%	4.4	0.0%	1.0%
CC(C)=CCN1CCN(Cc2ccc3nsnc3c2)CC1CCO (stereo not given)
 : 1.8%	-4.0	11.3%	-3.6%	-4.7%	-6.2	21.0%	-2.8%
O=C(CCc1ccccc1)N1CCN(c2ccc(Cl)cc2)CC1
 : -1.3%	1.4	1.9%	-2.6%	4.1%	·	0.4%	·
Cc1ccc(O)c(NC(=O)CSc2n[nH]c(-c3ccccc3)n2)c1
 : -5.7%	-0.5	-1.0%	-5.2%	9.9%	-6.1	11.9%	-4.1%
O=C(CN(CCc1ccccc1)C(=O)CNS(=O)(=O)c1ccccc1)NCC1CCCO1 (stereo not given)
 : 4.5%	-1.7	0.5%	-8.1%	18.8%	4.9	-11.6%	0.7%
CSc1nsc(/C=C/Nc2ccc(Cl)cc2)c1C#N
 : -7.5%	0.8	10.9%	5.5%	10.5%	-0.9	5.9%	-16.1%
CCn1nccc1C(=O)Nc1ccc(Cl)cn1
 : 0.4%	0.7	-8.8%	-8.1%	4.7%	-1.6	-12.7%	-0.9%
CCN1CCN(c2cc(=O)n(Cc3ccc(F)cc3)c(=O)[nH]2)CC1
 : 10.5%	1.6	-4.9%[57.1 µM]	-7.0%	-16.6%	1.5	-13.8%	1.2%
CCN(CC)S(=O)(=O)c1ccc(N2CCOCC2)c(NC(=O)COc2ccc(Cl)cc2)c1
 : 0.3%	0.2	-29.9%	-5.4%	-0.5%	-4.0	-2.1%	2.3%
CCOP(=O)(OCC)c1nc(-c2ccccc2)oc1N1CCCCC1
 : 8.2%	-1.9	4.0%	2.3%	-2.6%	1.0	-5.6%	-6.1%
COC(=O)c1ccc(CSc2nnc(C)s2)cc1
 : ?	0.3	9.3%	3.36µM*	-3.3%	-50.9*	-5.0%	-0.3%
CC(C)(C)c1ccc(-n2ncc3c2CCCC3NC(=O)CCC2=NNC(=O)CC2)cc1 (stereo not given)
 : 6.8%	-10.1	6.8%	-9.1%	-2.1%	0.4	0.7%	·
COc1ccc(N(CC(=O)NC2CCCC2)S(=O)(=O)c2ccc(NC(C)=O)cc2)cc1
 : 0.5%	0.5	-7.2%	-19.7%	1.1%	-15.3	20.5%	-10.3%
O=c1[nH]c2ccc(N/C(=N/S(=O)(=O)c3ccccc3)c3ccccc3)cc2[nH]1
 : -19.2%	1.0	1.6%	?	0.4%	-11.3	-10.9%	2.4%
Cc1nc2ccc(NC(=O)NC(=O)c3c(Cl)cccc3Cl)cc2o1
 : 4.9%	0.9	9.3%	-4.2%	11.4%	6.0	-11.4%	-8.9%
COc1ccc(NC(=O)CCN2C(=O)c3cccc([N+](=O)[O-])c3C2=O)cc1
 : 7.2%	0.0	8.0%	-17.0%	-0.1%	0.3	27.3%	0.0%
Cc1cccn2c(=O)c3cc(C(=O)NC4CCS(=O)(=O)C4)n(Cc4ccccc4)c3nc12 (stereo not given)
 : -3.5%	0.8	0.2%	-5.8%	2.4%	-0.8	12.8%	-5.7%
O=C(N/N=C/c1ccccc1C(=O)O)c1ccncc1
 : 2.1%	-1.0	6.5%	-1.8%	10.4%	-2.5	6.2%	0.4%
COCCNc1nc(NCCCN2CCCC2=O)c2sccc2n1
 : -2.1%	-2.8	9.1%	-1.7%	-21.8%	2.5	-8.3%	·
COc1ccc(C(=O)NC(=S)Nc2ccc(N3CCOCC3)cc2)cc1Cl
 : -10.2%	1.8	-3.9%	-0.7%	9.3%	0.8	-6.0%	0.6%
CCC(=O)Nc1cccc(NC(=O)c2cccnc2)c1
 : 3.2%	-1.3	-4.8%	-2.0%	8.0%	-0.5	-6.2%	-0.8%
Cc1cc(C(=O)OCC(=O)N2CC(C)OC(C)C2)c2ccccc2n1 (stereo not given)
 : -11.1%	0.8	11.0%	-0.6%	7.3%	-2.5	-4.3%	1.2%
CCOc1cc(S(=O)(=O)N2CCN(CC)CC2)ccc1Cl
 : -8.1%	-1.3	5.1%	-1.9%	6.2%	-5.3	6.6%	1.1%
COc1ccc(C(=O)CSc2nc3ccc([N+](=O)[O-])cc3[nH]2)cc1
 : -4.5%	1.4	7.5%	0.3%	-1.0%	1.8	-17.9%	-1.4%
O=C(NC(=S)NCC1CCCO1)C(c1ccccc1)c1ccccc1 (stereo not given)
 : 4.5%	0.2	-2.2%	-1.3%	-15.6%	9.2	15.1%	-8.7%
COC(=O)c1[nH]c2ccccc2c1NC(=O)Oc1ccccc1
 : -3.9%	-0.6	0.4%	?	-2.9%	-0.3	9.9%	-11.2%
Cc1ccc(S(=O)(=O)NC(=O)C2(C)CCN2C(=O)Cc2ccc(C(C)(C)C)cc2)nc1 (stereo not given)
 : 6.8%	0.1	-7.3%	-3.1%	-8.1%	-5.6	14.3%	·
CC(C)(C)c1ccc(CNC(=O)C2CCCN2C(=O)Nc2ccccc2)cc1 (stereo not given)
 : 3.5%	-3.6	-3.5%	-6.5%	-0.3%	-2.2	5.0%	-0.2%
COC(=O)c1c(NC(=O)/C=C/c2ccco2)sc2c1CCC2
 : -26.1%[57.1 µM]	-1.1	-2.2%	-4.7%	0.5%	-23.9	-5.4%	-0.7%
O=C(NCCc1ccc(F)cc1)Nc1ccc([N+](=O)[O-])cc1
 : -4.2%	0.4	-4.7%	2.4%	0.8%	2.5	-25.5%	0.9%
Cc1ccc(-c2nc(NCc3ccc(F)cc3)n(S(C)(=O)=O)n2)cc1
 : -0.3%	1.3	3.2%	-4.0%	-9.4%	-3.5	-25.9%	0.7%
COC(=O)Cc1c(C)c2ccc(OC(=O)c3ccccc3)cc2oc1=O
 : 29.3%	-2.1	-0.2%	-2.8%	5.5%	·	6.9%	-2.3%
Cn1cnnc1SCC(=O)c1cc2ccccc2o1
 : 1.2%	1.1	2.0%[57.1 µM]	?	0.7%	-2.2	10.7%	-2.4%
CCCCc1c(C)c(C#N)c2nc3ccccc3n2c1NCCN(C)C
 : -4.1%	-0.2	6.1%	5.0%	-9.5%	6.4	8.5%	2.9%
CC(O)CNc1nc2sc3c(c2c(=O)n1Cc1ccco1)CCCCC3 (stereo not given)
 : -12.6%	1.5	1.6%	-7.5%	2.2%	1.3	-3.0%	-0.9%
Cc1ccccc1N/C(=N/S(=O)(=O)c1ccccc1)c1ccc(F)cc1
 : -4.1%	-2.1	-12.2%	37.7µM*	-2.8%	0.5	?	0.4%
CC(=O)Nc1cc(C(F)(F)F)ccc1Oc1cccc(Br)c1
 : -2.6%	-1.6	-2.8%	4.2%	4.7%	2.2	0.2%	1.5%
Nc1c(C(=O)Nc2ccccc2F)sc2nc(-c3ccco3)ccc12
 : -24.0%	-2.7	-1.7%	?	25.0%	·	-12.1%	-10.2%
N#Cc1cc(C(=O)c2cc(Br)ccc2O)cn(Cc2ccccc2)c1=O
 : -11.6%	1.3	-5.2%	-6.3%	4.2%	-0.5	0.5%	-12.6%
Cc1ccc(CS(=O)(=O)CCC(=O)NCc2cccs2)cc1
 : -15.2%	-0.5	-6.6%	-2.9%	3.6%	·	-12.2%	3.3%
COc1ccc(C(=O)/C=C/C(=O)N(CC(=O)NC2CCCCC2)Cc2ccccc2)c(O)c1
 : -35.0%	-1.7	-10.3%	5.32µM*	-3.7%	-19.3	10.6%	-3.7%
COC(=O)[C@@]12C[C@@H](CC(=O)N3CCC(c4ccccc4)CC3)C(=O)N(Cc3cccc4ccccc34)C1=CCC(C)(C)C2
 : 2.2%	·	-9.3%	-5.5%	-2.2%	2.3	-4.6%	·
CCOc1ccc(S(=O)(=O)N2CCN(Cc3ccc4c(c3)OCO4)CC2)cc1Cl
 : -3.3%	0.3	12.5%	-8.3%	11.9%	-0.5	-4.2%	-0.6%
COc1ccc(CN2C(=O)C(CC(=O)NCc3cccc4ccccc34)CC(C(=O)N(C(C)C)C(C)C)=C2C)cc1 (stereo not given)
 : -17.2%	1.5	-12.8%	9.4%	-13.7%	0.1	-23.6%	·
COc1ccc(NC(=O)CCN2CCN(S(=O)(=O)c3ccc(F)cc3)CC2)cc1
 : -2.3%	-1.5	-7.0%	-2.3%	0.3%	-0.3	-0.2%	-6.0%
Cc1cccc(N2CC(c3nc4ccccc4n3C)CC2=O)c1C (stereo not given)
 : 2.1%	1.9	10.0%	-4.7%	-6.1%	0.1	20.5%	-0.6%
CS(=O)(=O)N(CC(N)=O)Cc1ccc(Cl)cc1
 : -3.2%[57.1 µM]	0.3	4.2%	4.1%	5.9%	·	5.5%	1.5%
CC(C)c1ccc(CNNC(=O)c2ccccc2)cc1
 : -4.5%	1.6	-2.8%	-4.5%	1.9%	-0.6	4.4%	3.7%

Given in CSV form: part of the list above
SMILES,WRN inhibitor,CCT modulator,EPAC2 antagonist,PLK1 PBD block,EPAC1 agonist,PI5P4Ka inh,EPAC1 antag,Mm-Cpn inhibitor
O=C(NC(=S)NCC1CCCO1)C(c1ccccc1)c1ccccc1 (stereo not given),4.5%,0.2,-2.2%,-1.3%,-15.6%,9.2,15.1%,-8.7%
CCN1CCN(c2cc(=O)n(Cc3ccc(F)cc3)c(=O)[nH]2)CC1,10.5%,1.6,-4.9%[57.1 µM],-7.0%,-16.6%,1.5,-13.8%,1.2%
